Redox H2O2 prof: compounds producing H2O2 with reducing agent – biochemical, NIH compound library profiling, artefact control for MLSCN library redox annotation, primary screen. DTT-dependent redox cycling H2O2, phenol red/HRP absorbance; 100% = 100 µM peroxide control, 0% = buffer. AID 878. activation, % at 10 µM. 0.03% of 200,000 active;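 active = activation of at least 50% relative to the plate's high and low controls in the primary single-dose screen; inactive = activation below 50%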;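 also: compound incubated with DTT at 0.8 mM final as the reducing agent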
TR-FRET SRC-2 ct: TR-FRET artefact, counter-screen to PPARgamma/SRC-2 agonist assay. hits give high values. TR-FRET ratio at 8 µM. 0.4% of 200,000 active. AID 1049; in the data active = TR-FRET ratio above about 2000; also: inactives centre near 1500
PPARg SRC3 recr: promotes SRC-3 coactivator recruitment by human PPARgamma. activation, % at 8 µM. P37231. biochemical PPARgamma/SRC-3 coactivator recruitment assay. 0.26% of 200,000 active; in the data active = activation above about 23%;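 also: 0% = DMSO and 100% = reference agonist; some compounds past the cut are filed as inactive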
Target sequence (P37231 whole entry, looked up): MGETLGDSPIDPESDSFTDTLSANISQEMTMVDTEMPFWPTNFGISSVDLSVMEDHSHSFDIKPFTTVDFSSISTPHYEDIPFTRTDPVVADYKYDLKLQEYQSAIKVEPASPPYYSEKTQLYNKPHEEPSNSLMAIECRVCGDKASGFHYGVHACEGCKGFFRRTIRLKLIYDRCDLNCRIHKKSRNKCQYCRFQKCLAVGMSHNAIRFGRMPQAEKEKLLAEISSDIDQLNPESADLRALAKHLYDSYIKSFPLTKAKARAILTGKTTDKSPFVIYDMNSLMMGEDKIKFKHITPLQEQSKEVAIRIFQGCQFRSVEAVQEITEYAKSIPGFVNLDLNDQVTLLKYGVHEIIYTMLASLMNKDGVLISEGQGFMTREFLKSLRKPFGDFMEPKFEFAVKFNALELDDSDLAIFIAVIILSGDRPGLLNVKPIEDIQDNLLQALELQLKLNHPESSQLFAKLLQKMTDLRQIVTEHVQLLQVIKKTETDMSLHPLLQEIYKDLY
RAM inhibit: yeast RAM network inhibition; S. cerevisiae dse1pr::URA3 reporter, 5-FOA growth OD615, 2 d; analog-sensitive cbk1-as2 kinase mutant strain; AID 868; 1.8% of 190,000 active; inhibition, % at 50 µM;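 active = inhibition above a set limit, 3 SD over mean compound inhibition, cut at about 8.4% in these data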;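 also: 0% = DMSO-only wells with no growth and 100% = 10 µM 1-NA-PP1 full growth; inhibition rescues growth on 5-FOA so higher OD means more RAM inhibition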
bIAP inhibitor: blocks bovine intestinal alkaline phosphatase activity. purified bovine IAP, CDP-star luminescence, 30 min. inhibition, % at 20 µM. 190,000 tested, under 10 active. AID 1019;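 active = over 50% inhibition of intestinal alkaline phosphatase at 20 µM in the single-dose screen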
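test system = bovine IAP enzyme | medium = DEA buffer 100 mM, pH 9.8, with MgCl2 1.0 mM, ZnCl2 0.02 mM | detection = luminescence | dosing = single compound dose of 20 µM, 2% DMSO final | incubation = 30 min reaction at room temperature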
ROMK mod: modulates human ROMK potassium channel activity. P48048. Tet-inducible ROMK, thallium flux fluorescence; actives lie on both sides. B-score at 10 µM. 2% of 130,000 active;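 active = signal ratio slope over the read window, or its plate-corrected B-score, at least 3 SD from the plate mean, either direction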;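 also: B-score of the F/F0 ratio slope over 7 to 12 s after thallium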
HMGR II inh: blocks class II HMG-CoA reductase of Enterococcus faecalis. purified E. faecalis HMGR, NADPH absorbance 340 nm kinetic. 0.41% of 190,000 active. AID 1066. inhibition, % at 10 µM;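 active = inhibition above a set limit, the median over all tested compounds plus 3 SD, cut at about 9.5% in these data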;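 also: enzyme runs in reverse so mevalonate oxidation gives rising NADPH absorbance; 0% = complete reaction with DMSO and 100% = background rate lacking mevalonate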
Lmaj promast: reduces viability of Leishmania major promastigotes | resazurin fluorescence viability | inhibition, % at 10 µM | 9% of 200,000 active | AID 1063; in the data active = inhibition above about 50%;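 also: promastigotes grown with compound for 44 hours at 28 °C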
S1P3 antag: antagonists of human S1P3 receptor | Q99500 | CHO S1P3 NFAT-BLA reporter, FRET fluorescence, antagonist mode | inhibition, % at 4.98 µM | 0.27% of 170,000 active | AID 485;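 active = inhibition above the plate cutoff, the mean inhibition of test wells on that plate plus 3 SD, cut at about 28% in these data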;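 also: cells challenged with S1P at its EC80 of 0.8 µM; blue over green emission ratio from cleaved BLA substrate after 4 h stimulation; 0% = S1P-stimulated wells and 100% = unstimulated DMSO-only wells; some compounds past the cut are filed as inactive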
Target sequence (Q99500 whole entry, looked up): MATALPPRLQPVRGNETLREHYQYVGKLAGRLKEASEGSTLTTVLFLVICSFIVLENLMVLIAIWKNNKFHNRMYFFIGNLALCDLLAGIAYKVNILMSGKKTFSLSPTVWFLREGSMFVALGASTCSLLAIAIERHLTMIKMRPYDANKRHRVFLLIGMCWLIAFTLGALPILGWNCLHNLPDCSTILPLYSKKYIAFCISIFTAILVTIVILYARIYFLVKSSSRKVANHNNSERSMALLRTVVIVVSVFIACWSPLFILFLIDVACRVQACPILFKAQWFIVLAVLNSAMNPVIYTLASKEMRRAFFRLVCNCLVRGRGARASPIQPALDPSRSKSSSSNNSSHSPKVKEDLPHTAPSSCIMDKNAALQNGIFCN
PPARg SRC2 recr: agonists of SRC-2 recruitment by human PPARgamma; PPARgamma LBD-SRC-2 recruitment, biochemical; activation, % at 8 µM; 0.34% of 200,000 active; P37231; in the data active = activation above about 22%;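 also: 0% = vehicle and 100% = reference agonist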
PPARg SRC-1 ag: agonists of human PPARgamma SRC-1 coactivator recruitment | activation, % at 8 µM | PPARgamma-SRC-1 coactivator recruitment biochemical assay | AID 631 | 0.41% of 200,000 active | P37231; in the data active = activation above about 19%;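 also: 0% = DMSO and 100% = reference agonist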
* hit, by the source's call; . = no result given.

[1] O=[N+]([O-])c1cccc(/C=N\N2CCN(c3ccc(Cl)cc3)CC2)c1
[2] O=C(CSc1ccccc1)Nc1ccccc1N1CCOCC1
[3] CC(C)C1CC(=O)NC(SCC(=O)Nc2ccc(Br)cc2)=C1C#N (stereo not drawn)
[4] O=C(CN(c1ccc(F)cc1)S(=O)(=O)c1ccc2c(c1)OCCO2)Nc1cccnc1
[5] O=C(Nc1ccc(NC(=O)C2CCCN2C(=O)OCc2ccccc2)cc1)c1ccco1 (stereo not drawn)
[6] Cc1ccc(S(=O)(=O)N2CCN(C(=O)N3CCOCC3)C2C(C)C)cc1 (stereo not drawn)
[7] COc1cc(NC(=O)C2CCN(S(=O)(=O)c3cnc[nH]3)CC2)cc(OC)c1OC
[8] O=C(O)C1=C[C@@H](c2ccc3c(c2)OCO3)C[C@@H](OCc2ccc(CO)cc2)O1
Screen / compound no.	1	2	3	4	5	6	7	8
Redox H2O2 prof	3.2	-0.5	-0.9	2.3	0.6	-1.1	0.0	-1.2
TR-FRET SRC-2 ct	1343	1623	1634	1538	1359	1480	1527	1607
PPARg SRC3 recr	4	-5	5	-4	-6	5	7	3
RAM inhibit	4.7	-0.5	2.3	0.2	3.8	0.5	1.8	2.0
bIAP inhibitor	20	12	12	-18	2	9	-27	5
ROMK mod	.	.	.	.	-1.1	-0.19	-9.3e-05	.
HMGR II inh	5	0	0	0	3	.	-4	-2
Lmaj promast	-3	2	6	2	4	-4	-5	-5
S1P3 antag	.	5	8	-6	15	5	.	-10
PPARg SRC2 recr	-1	0	8	2	4	5	12	-1
PPARg SRC-1 ag	-4	-6	-2	0	-4	11	0	3

[9] CCCN1Cc2cccc(C(=O)NCc3ccc(C)cc3)c2C1=O
[10] O=C(CSc1ccc(Cl)cc1)NCc1ccncc1
[11] CCCS(=O)(=O)N1CCC(CCOc2ccccc2)(C(=O)OCC)CC1
[12] CC(C)(C)c1cc(=O)n2c(nc3ccccc32)[nH]1
[13] CC(=O)NCCOc1cccc(OCCNC(C)=O)c1
[14] O=C(Oc1cccccc1=O)c1ccccc1
[15] Cc1ccc(S(=O)(=O)c2ccccc2)cc1S(=O)(=O)N1CCOCC1
[16] COc1ccc(CCc2nnc(CCC(=O)NCCc3ncccc3C)o2)cc1
Screen / compound no.	9	10	11	12	13	14	15	16
Redox H2O2 prof	-0.8	-0.2	2.6	2.3	0.4	-0.1	0.9	0.1
TR-FRET SRC-2 ct	1469	1495	1746	1456	1310	1473	1594	1464
PPARg SRC3 recr	-3	-4	3	16	-14	-2	10	1
RAM inhibit	0.1	-0.4	0.8	0.3	0.2	-0.8	1.0	1.1
bIAP inhibitor	1	-2	-8	5	19	2	37	-2
ROMK mod	.	-1	-0.46	.	0.57	.	0.7	1.2
HMGR II inh	-2	-1	1	-4	-2	2	1	-2
Lmaj promast	21	5	-1	8	1	-3	-4	-2
S1P3 antag	-3	-9	0	.	-4	4	.	-11
PPARg SRC2 recr	-4	-3	4	8	-6	-4	-5	-4
PPARg SRC-1 ag	-3	-11	4	5	-4	-2	3	0

[17] O=C(NNC(=O)C1[C@H]2CCCC[C@@H]12)NC1CCCCC1 (stereo partly drawn)
[18] O=C(CNC(=S)N(Cc1ccccc1)Cc1cccnc1)NCc1ccccc1
[19] COc1cccc(C(=O)COC(=O)c2ccc(NC(C)=O)cc2)c1
[20] O=C(Nc1ccc2c(c1)OCCO2)C1c2ccccc2C(=O)N2CCc3ccccc3C12 (stereo not drawn)
[21] Brc1ccc2nc(-c3c[nH]c4ccccc34)cn2c1
[22] Cc1nn(CC(=O)Nc2ccc(C#N)cc2)c(C)c1[N+](=O)[O-]
[23] CN1C(=O)/C(=C/c2ccc(C(=O)NC3CCCC3)cc2)Oc2ccccc21
[24] Cn1c(=O)[nH]c(=O)c2c1nc(NCCCO)n2CCCc1ccccc1
Screen / compound no.	17	18	19	20	21	22	23	24
Redox H2O2 prof	-0.2	-0.1	.	-1.3	-1.1	0.0	0.6	0.2
TR-FRET SRC-2 ct	1463	1548	1423	1495	1999*	1428	1640	1468
PPARg SRC3 recr	-1	-4	2	-6	8	2	3	5
RAM inhibit	-0.2	0.8	-0.1	1.6	2.6	0.2	5.6	0.8
bIAP inhibitor	2	-89	-30	9	2	1	11	-2
ROMK mod	-0.85	-0.67	.	.	0.6	-0.5	.	0.015
HMGR II inh	-4	-2	4	-6	7	-2	-13	-5
Lmaj promast	-4	14	81*	18	27	-7	-4	1
S1P3 antag	7	3	-12	.	16	5	-4	-17
PPARg SRC2 recr	-3	6	3	-1	7	6	6	0
PPARg SRC-1 ag	0	1	-6	0	9	-3	2	-8

[25] Cc1cc(O)cc2c1C(c1ccc(F)cc1)CC1(CC(C)(C)NC(=S)N1)O2 (stereo not drawn)
[26] Cc1ccc(/C=N/NC(=O)Cn2ccc(C(F)(F)F)n2)o1
[27] CC(C)(CO)NC(=O)CC1C(=O)NCCN1CC(c1ccccc1)c1ccccc1 (stereo not drawn)
[28] CCOC(=O)/C(C#N)=C/c1ccc(N2CCN(C)CC2)cc1
[29] CCOC(=O)c1c(NC(=O)c2cccs2)sc(CC)c1-c1cccs1
[30] Cc1cc2ncn(CCOc3ccccc3)c2cc1C
[31] O=C(O)C1CCCCC1C(=O)Nc1ccc(-c2ccccc2)cc1 (stereo not drawn)
[32] Cc1cc(C(=O)N2CCc3c([nH]c4ccccc34)C2c2cccc(Cl)c2)nn1C (stereo not drawn)
Screen / compound no.	25	26	27	28	29	30	31	32
Redox H2O2 prof	-0.3	0.2	0.5	0.1	0.2	-0.6	-1.1	0.0
TR-FRET SRC-2 ct	1511	1578	1508	1613	1486	1638	1623	1720
PPARg SRC3 recr	-2	4	5	6	-10	-1	1	6
RAM inhibit	2.1	2.0	0.5	1.5	10*	-0.3	2.8	2.8
bIAP inhibitor	-4	5	-7	9	14	6	-4	17
ROMK mod	0.45	-0.085	-0.028	.	-0.13	.	0.1	0.11
HMGR II inh	-6	-6	10*	-2	-2	-2	0	-11
Lmaj promast	16	-9	-5	0	0	4	0	30
S1P3 antag	3	-13	-1	5	.	.	-32	15
PPARg SRC2 recr	0	8	5	2	-2	6	6	9
PPARg SRC-1 ag	-2	5	-5	-4	-1	1	4	2

[33] CCN(CC)c1ccc(C=C2C(=O)OC(c3ccccc3)OC2=O)cc1 (stereo not drawn)
[34] CC(C)(C)C1CCc2c(sc(NC(=O)c3cccs3)c2C(N)=O)C1 (stereo not drawn)
[35] COCCNc1nnc(SCC(=O)c2c[nH]c3ccccc23)s1
[36] N=C(N)N1CCc2ccccc2C1
[37] CC(=O)Nc1ccc(OC(=O)c2c(-c3ccccc3Cl)noc2C)cc1
[38] Cc1nc(=S)c2ccccc2[nH]1
[39] CN(CCCn1c(=S)[nH]c2ncccc2c1=O)Cc1ccccc1
[40] CS(=O)(=O)N1CCN(C(=O)c2ccccc2)C1
Screen / compound no.	33	34	35	36	37	38	39	40
Redox H2O2 prof	-0.5	-0.2	-0.6	0.0	0.0	0.1	4.1	-2.4
TR-FRET SRC-2 ct	1429	1713	1529	1677	1639	1430	1552	1674
PPARg SRC3 recr	-2	8	3	3	1	4	-5	3
RAM inhibit	1.3	4.2	0.8	0.6	0.0	0.3	0.3	0.1
bIAP inhibitor	42	23	-10	-12	13	2	-14	6
ROMK mod	0.69	.	0.5	.	.	0.74	.	.
HMGR II inh	0	-13	-2	-9	-11	15*	-2	-1
Lmaj promast	6	-1	-1	-6	1	2	20	-9
S1P3 antag	3	.	-2	-6	9	.	-14	-38
PPARg SRC2 recr	-1	24*	7	2	-1	7	4	5
PPARg SRC-1 ag	-1	9	-2	15	3	6	-8	6

Full records as entered above. Values in the order: Redox H2O2 prof	TR-FRET SRC-2 ct	PPARg SRC3 recr	RAM inhibit	bIAP inhibitor	ROMK mod	HMGR II inh	Lmaj promast	S1P3 antag	PPARg SRC2 recr	PPARg SRC-1 ag
Cc1nc(=S)c2ccccc2[nH]1 is listed with 0.1	1430	4	0.3	2	0.74	15*	2	.	7	6
CN(CCCn1c(=S)[nH]c2ncccc2c1=O)Cc1ccccc1 is listed with 4.1	1552	-5	0.3	-14	.	-2	20	-14	4	-8
CC(=O)Nc1ccc(OC(=O)c2c(-c3ccccc3Cl)noc2C)cc1 is listed with 0.0	1639	1	0.0	13	.	-11	1	9	-1	3
COCCNc1nnc(SCC(=O)c2c[nH]c3ccccc23)s1 is listed with -0.6	1529	3	0.8	-10	0.5	-2	-1	-2	7	-2

Remaining list, next part:
[41] C=CCn1c(CNC(=O)c2cccs2)nnc1SCc1ccc(Cl)cc1Cl
[42] COc1ccccc1CN1C[C@@H]2C[C@@H](c3[nH]c4c(C)cccc4c3C)N3CCC[C@@]23C1=O
[43] Cc1cc(NC(=O)CCC(=O)N(CC2CCCO2)C(C(=O)NC2CCCC2)c2cccnc2)no1 (stereo not drawn)
[44] COc1cc(NC(=O)c2ccccc2NS(=O)(=O)c2ccc(Cl)s2)cc(OC)c1
[45] O=C(COC(=O)Cn1cnc2ccccc2c1=O)Nc1ccc2c(c1)OCO2
[46] CCC1(c2ccc(F)cc2)NC(=O)N(CC(=O)N2CCOCC2)C1=O (stereo not drawn)
[47] Cc1cc(NC(=O)c2ccccc2Cl)no1
[48] O=C(COC(=O)Cc1cccs1)Nc1ccccc1
Screen / compound no.	41	42	43	44	45	46	47	48
Redox H2O2 prof	0.0	-0.9	2.0	-0.1	-0.9	-0.4	1.8	2.0
TR-FRET SRC-2 ct	1263	1416	1521	1465	1750	1511	1374	1477
PPARg SRC3 recr	4	-2	-4	4	0	5	3	-3
RAM inhibit	0.4	-0.5	1.3	1.2	2.0	.	2.1	3.7
bIAP inhibitor	8	-14	-7	7	-25	2	-3	7
ROMK mod	.	-1.8	.	.	-0.95	-0.018	.	.
HMGR II inh	5	-3	0	0	0	.	1	1
Lmaj promast	11	53*	-2	74*	7	-3	-3	-8
S1P3 antag	-3	-29	.	-6	-16	.	.	11
PPARg SRC2 recr	-7	5	-2	-8	5	-5	4	7
PPARg SRC-1 ag	-3	-5	-1	4	8	4	-3	9

[49] O=C1CCC([N+](=O)[O-])C(c2ccccc2Cl)N1 (stereo not drawn)
[50] C/C(=N\NC(=O)c1ccc(Br)cc1)c1cccc(NC(=O)c2cccnc2)c1
[51] Cc1ccc(NC(=S)N2CCN(C(=O)C3CCCO3)CC2)c(C)c1 (stereo not drawn)
[52] CC(=O)N/C(=N\OCc1ccc(Br)cc1)c1nonc1NC(C)=O
Screen / compound no.	49	50	51	52
Redox H2O2 prof	0.0	-0.8	-8.0	0.3
TR-FRET SRC-2 ct	1593	1722	1588	1759
PPARg SRC3 recr	2	-1	-3	-7
RAM inhibit	0.5	1.0	0.0	3.7
bIAP inhibitor	14	0	-1	12
ROMK mod	0.64	-0.016	.	.
HMGR II inh	0	-2	-4	0
Lmaj promast	-5	3	-4	-6
S1P3 antag	.	-1	.	7
PPARg SRC2 recr	-5	-3	6	2
PPARg SRC-1 ag	2	5	4	7
